Screens from PubChem.
Pf Dd2 growth – qHTS Primary assay for Inhibitors of Plasmodium falciparum Dd2 growth in vitro | 120,000 tested, 4.3% active | P. falciparum Dd2 growth, SYBR Green, 72 h | Potency, µM (highest dose often 28.9 µM), without a hit: at the highest dose activity, negative = inhibition, most hits filed as inhibitors | AID 1347417, 2020; active = well fitted inhibition curve with a large enough effect; inconclusive = small, poorly fitted or top-dose-only effect; inactive = no such curve, though single readings can be large or run the other way;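 note: plate controls were DMSO vehicle for no effect and reference drug for full effect; nearly all actives have a fitted effect of over 65% in size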
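Infected erythrocytes (Dd2, 0.3% parasitemia, 2.5% hematocrit final) are added to compound in RPMI-1640/Albumax II medium, grown 72 h at 37C in low oxygen, then lysed with saponin/Triton-X containing SYBR Green and read by fluorescence.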
* = called active by the depositor; i = inactive; ? = inconclusive; [ ] = dose if it differs, or a comment. Potency is the fitted concentration of half-maximal effect. A portion of the library; the hit share may differ from the screen's.

mol,Pf Dd2 growth
Cc1cc(C)c(C#N)c(SCC(=O)Nc2ccccc2C#N)n1,17%
CCNC(=O)NC[C@H]1C[C@@H]2CCN1C[C@@H]2c1cc(-c2ccc3ccccc3c2)nn1C,?
CCOC(=O)CCCCN(Cc1ccccc1F)S(=O)(=O)c1ccc(F)c(C(=O)Nc2cc(Cl)cc(Cl)c2)c1,?
O=C1CO[C@H]2CCN(Cc3cccnc3)CC[C@@H]2N1Cc1ccccc1,?
CNC(=O)N1CCC(n2c(C)cnc2-c2cccnc2)CC1,19%
CCc1ccccc1N1C(=O)N(C)c2ccccc2S1(=O)=O,15%
Cc1cc(NC(=O)Nc2nnc(N(C)Cc3ccccc3)s2)ccc1Br,?
C[C@@H]1CN(C(=O)Cc2c(F)ccc(Cl)c2F)CC[C@]1(C)O,2%
CC1=C(C(N)=O)C(c2cccc(C)c2)n2nc(-c3ccc(Cl)cc3)nc2N1 (stereo not given),4%
COc1ccc(CC(=O)Nc2c(C(=O)Nc3ccccc3F)oc3ccccc23)cc1,18%
CN(CC1(O)CCCN(Cc2ccc(F)cc2)C1=O)C1CCOCC1 (stereo not given),i
O=C(Cn1c(=O)nc(-c2ccccc2)c2ccccc21)NCCc1ccccc1,i
COc1ccc(OC(C)c2nc3ccccc3[nH]2)cc1 (stereo not given),-5%
CCOC(=O)c1ccc(NC(=O)CCC(=O)N2CCSc3ccccc32)cc1,i
Cc1cc(C)c(CNC(=O)c2cc(-c3cccnc3)cc3c2OCCN3C(C)C)c(=O)[nH]1,?
O=C1COCC2(CN(c3ccc(C(F)(F)F)cn3)C2)CN1c1ccccc1F,?
Cc1csc(NC(=O)[C@@H]2C[C@@H](c3ccc(F)cc3)N([S+](=O)([O-])c3cccnc3)C2)n1,?
Cn1cnc(S(=O)(=O)N2CC[C@@H]3COCCN(Cc4ccccc4)[C@@H]3C2)c1,?
Cc1ccc(CNC(=O)CCC(=O)N2CC(C)Sc3ccccc32)cc1 (stereo not given),32%
CCC(=O)N1CCc2cc(Br)cc(S(=O)(=O)NCCc3ccc(OC)c(OC)c3)c21,17%
COCCCNC(=O)Cn1cnc2sc(C)c(S(=O)(=O)N3CCC(C)CC3)c2c1=O,35%[activator]
Cc1ccc(S(=O)(=O)Cc2noc([C@@H]3C[C@@H](O)CN3Cc3cccc(OC(F)(F)F)c3)n2)cc1,i
O=C(Nc1ccc2c(c1)OCCO2)C1(CCO)CCN(c2ncccn2)C1 (stereo not given),0%
Cn1cncc1CNC(=O)c1nc(-c2cccc(N3CCOCC3)c2)cc2c1ccn2C,?
CC(C)c1ccc(NC(=O)c2ccc3c(c2)CCN3S(=O)(=O)c2ccccc2)cc1,8.9µM*
O=C(NCc1ccc(F)cc1)C1CCN(c2cn[nH]c(=O)c2)C1 (stereo not given),-3%
Cc1cccc(N2CCN(c3nc4ccccc4c4nc(-c5ccccc5)nn34)CC2)c1C,23%
O[C@@H]1C[C@@H](c2nc(-c3ccc4c(c3)OCO4)no2)N(CC2CCCCC2)C1,i
CN1c2cc(C(=O)Nc3ccc(C(F)(F)F)cc3)ccc2C(=O)N2CCCCCC21 (stereo not given),11µM*
c1ccc2c(c1)CCN2C1CN(Cc2cccc3ccccc23)C1,-22%
COCCNC(=O)[C@H]1C[C@H](Oc2cccnc2)CN1C(=O)Nc1ccc(OC)cc1,10%
CN(CCc1ccccn1)[C@H]1[C@@H]2OC[C@@H](O2)[C@@H](NC(=O)Nc2cccc(C#N)c2)[C@@H]1O,?
Cc1oc(-c2ccccc2Cl)nc1CS(=O)(=O)CC(=O)NCc1ccc(F)cc1,-12%
O=C(Nc1cccc(F)c1)Nc1cccc(-c2nnc3n2CCCC3)c1,?
CCC1CN(C(=O)c2ccc(C)c(F)c2F)CCC(=O)N1Cc1ccccc1 (stereo not given),-12%
Cc1nccn1CC(=O)N[C@@H]1CN(Cc2ccccn2)C[C@H]1CN(C)C,40%[activator]
COCCn1ncc(N2CCCC(CC(=O)Nc3ccc(Cl)cc3)C2)cc1=O (stereo not given),?
CCN(CC)Cc1nc(C2(O)CCN(Cc3ccc(C(F)(F)F)cc3)CC2)cs1,11µM*
COC(=O)c1cc2n(n1)CCN(C(=O)Cc1[nH]nc3ccccc13)C2,-16%
CCC1c2nccn2CCCN1C(=O)c1nn(C)c2ccccc12 (stereo not given),?
O=C(c1ccc2c(c1)N(Cc1ccccc1)C(=O)c1ccccc1S2(=O)=O)N1CCN(c2ccccn2)CC1,?
O=C1NC[C@@H](CCC(=O)N2CCc3ccccc32)N2C[C@@H](NS(=O)(=O)c3ccccc3)C[C@@H]12,-24%
Cc1ccc(CNc2nccn(-c3cc(C)cc(C)c3)c2=O)cc1,11%
O=C(c1ccc(Cn2cnnn2)cc1)N1CCC2(CC1)[C@H](O)C[C@@H]2OCCO,-15%
O=C([C@H]1C[C@H](Oc2cccnc2)CN1C(=O)c1ccccc1)N1CCOCC1,18%
Cc1nc(N)nc(N2CCOC(Cc3noc(-c4ccccn4)n3)C2)c1C (stereo not given),-17%
COC[C@@H]1CN(Cc2cc(F)c(F)c(F)c2)C[C@H]1C(=O)NC1CC1,-16%
Cc1ccc(NC(=O)C2CCCN(S(=O)(=O)c3c(C)n[nH]c3C)C2)cc1Cl (stereo not given),?
Cc1cc(C(=O)N2CC[C@H]3C(=O)NCCCCCCN(Cc4ccncc4)[C@@H]3C2)n(C)n1,-1%
CNC1CNC(=O)c2cc(-c3ccc(OC)cc3)nn21 (stereo not given),?
CN1C[C@H](O)C[C@H]1c1nnc2n1CCN(C(=O)C1CCCC1)CC2,12%
COCCNC(=O)CC[C@]12CC[C@](C)(O)C[C@H]1C(C)(C)C[C@@H]2NC(=O)c1ccco1,-9%[44.1 µM]
COc1ccc(C2Cn3cnc(C(=O)N4CCC(C(=O)Nc5ccc(F)cc5C)CC4)c3CO2)cc1 (stereo not given),i
O=C(c1ccncc1)N1CCCC2(COc3ccccc3[S+](=O)([O-])N2)C1 (stereo not given),i
Cc1nc2c(c(-c3ccc(O)cc3)n1)CN(Cc1ccsc1)CCC2,i
CC1=C(C(=O)Nc2ccccc2Br)C2(CCC(C)CC2)OC1=O (stereo not given),i
Cc1ccccc1-n1c(SCC(=O)Nc2ccc(Cl)cc2Cl)nc(O)cc1=O,?
COCc1nnc2n1CCC(NC(=O)c1ccc3cc[nH]c3c1)CC2 (stereo not given),5%
CCOc1ccc(CCNC(=O)c2ccc3c(c2)c(C)c(C)n3C)cc1,19%
COCCn1c2c(c(=O)n1-c1ccccc1)CCN(C(=O)c1cccc(O)c1)C2,19%[44.1 µM]

Shown with each value named: entries from further up.
O[C@@H]1C[C@@H](c2nc(-c3ccc4c(c3)OCO4)no2)N(CC2CCCCC2)C1
- Pf Dd2 growth = i

CN1c2cc(C(=O)Nc3ccc(C(F)(F)F)cc3)ccc2C(=O)N2CCCCCC21 (stereo not given)
- Pf Dd2 growth = 11µM*

c1ccc2c(c1)CCN2C1CN(Cc2cccc3ccccc23)C1
- Pf Dd2 growth = -22%

COCCNC(=O)[C@H]1C[C@H](Oc2cccnc2)CN1C(=O)Nc1ccc(OC)cc1
- Pf Dd2 growth = 10%

Continuation.
structure | Pf Dd2 growth
Cc1ccccc1-c1[nH]nc2ncc(-c3cccnc3)nc12 | i
O=C(NC[C@H]1Cn2ccnc2CO1)C1CCCC1 | -22%[44.1 µM]
CC(=O)c1ccc(NC(=O)O[C@@H]2CO[C@H]3[C@@H]2OC[C@@H]3n2nnnc2-c2ccccc2)cc1 | ?
C[C@H]1[C@@H]2[C@@H](O)C([C@H](C)C(=O)NCc3cccnc3)CC[C@@]2(C)CC[C@@H]1NC(=O)c1ccc(C#N)cc1 (stereo not given in full) | -6%
O=C(NC[C@H]1O[C@@H]2C[C@@H](CC(=O)N3CCOCC3)O[C@@H]2[C@@H]1O)NC1CCC1 | 30%[activator][44.1 µM]
O=C1NC2(CCCN(C(=O)c3ccc(Cl)cc3)C2)Oc2ccccc21 (stereo not given) | 15%
O=C(c1cncs1)N1CCc2c(cc(-c3cccc(F)c3)c(=O)n2CCN2CCCCC2)C1 | -25%
COCC[C@]1(O)CCN(C(=O)c2ccccc2Cl)C[C@H]1C | -7%
c1ccc2oc(CN3Cc4[nH]cnc4C[C@H]3c3nc(-c4cnccn4)no3)cc2c1 | ?
CCC(C(=O)Nc1cc(OC)ccc1OC)n1c(C)c2cnn(-c3ccccc3)c(=O)c2c1C (stereo not given) | ?
Cn1ccc2cc(S(=O)(=O)N3CCCC(C(=O)NCc4ccccc4)C3)ccc21 (stereo not given) | -15%
COc1cc2c(cc1Oc1cccc(N(C)C)c1)NC(=O)C21CCN(CCC(C)C)CC1 | ?
CC(C)(C)C(=O)Nc1nc2nc(-c3ccccc3)cc(=O)n2[nH]1 | 15%
CC(=O)N(C1CC1)C1CCOC2(CCN(C(=O)NCc3ccccc3)CC2)C1 (stereo not given) | -8%
CCn1c(CN2CCN(c3nc(C)cnc3C)CC2)nnc1C1CC(N)C1 (stereo not given) | -20%

Exported field by field: part of the list above
O=C1NC[C@@H](CCC(=O)N2CCc3ccccc32)N2C[C@@H](NS(=O)(=O)c3ccccc3)C[C@@H]12
  Pf Dd2 growth: -24%
Cc1ccc(CNc2nccn(-c3cc(C)cc(C)c3)c2=O)cc1
  Pf Dd2 growth: 11%
O=C(c1ccc(Cn2cnnn2)cc1)N1CCC2(CC1)[C@H](O)C[C@@H]2OCCO
  Pf Dd2 growth: -15%
O=C([C@H]1C[C@H](Oc2cccnc2)CN1C(=O)c1ccccc1)N1CCOCC1
  Pf Dd2 growth: 18%

Carrying on.
structure | Pf Dd2 growth
CCOC(=O)c1c(NC(=O)C(C)Oc2ccc(Cl)c(C)c2)sc2c1CCCC2 (stereo not given) | ?
O=C(CN1C(=O)c2ccccc2Sc2ccc(C(=O)N3CCOCC3)cc21)Nc1ccc(Cl)cc1F | i
Cc1cccc(N2CCN(c3ncnc4onc(C)c34)CC2)c1C | -5%
CCCNC(=O)C(NC(=O)c1cccc(OC)c1)C1CCN(C(=O)c2cccc(F)c2)CC1 (stereo not given) | i
COC(=O)C1=C(C)N(Cc2ccccc2F)C(=O)CC1c1ccc(F)cc1F (stereo not given) | i
O=C1NC(C(=O)NCCCc2ccccc2)Cn2cccc21 (stereo not given) | 70%[activator]
Cc1ccc(Cn2nc3n(c2=O)CCN(Cc2cc(C)ccc2C)C3=O)cc1 | ?
N#Cc1ccc(CNC(=O)[C@@H]2Cc3nc[nH]c3CN2C(=O)NC2CCCCC2)cc1 | -24%[44.1 µM]
CN(CC(=O)Nc1cccc(Cl)c1)S(=O)(=O)c1ccc2[nH]c3c(c2c1)CCCC3 | 7%
CCc1ccccc1NC(=O)C1CCN(C(=O)N2CC(C)Oc3ccc(Cl)cc32)CC1 (stereo not given) | ?
CCN1CCN(CCCNC(=O)c2cnn(-c3ccccc3Cl)c2C2CCN(C(=O)OC(C)(C)C)CC2)CC1 | ?
CCCS(=O)(=O)NCCc1sc2nc(-c3ccc(Cl)cc3)nn2c1C | 3%
Cc1ccc(NC(=O)c2ccc3oc(=O)c(S(=O)(=O)c4ccccc4)cc3c2)cc1C | i
O=C(Cn1c(=O)n(Cc2ccc(C(=O)NCc3ccccc3Cl)cc2)c(=O)c2ccccc21)Nc1ccc(F)cc1 | -26%
COC(=O)c1cccc(NC(=S)N[C@H]2CO[C@H]3[C@@H]2OC[C@@H]3n2cc(-c3ccccc3)nn2)c1 | i
O=C(c1ccccc1F)N1CCC2(CC1)SCC(=O)N2c1ccc(Cl)cc1 | i
Cc1cc(C)cc(Nc2ncnc3c2nc2n3CCCC2)c1 | 21%
O=C1CC(c2ccccc2)N(C(=O)CNC(=O)c2[nH]nc3c2CCc2ccccc2-3)CCCCCN1 (stereo not given) | ?
O[C@H]1[C@H](NCc2ccc(OC(F)(F)F)cc2)[C@@H](c2cncnc2)C[C@H]1O | 3%[44.1 µM]
CCC(Sc1nc2c(sc3ccccc32)c(=O)n1CCc1ccccc1)C(=O)N(CC)CC (stereo not given) | 24%
CCN(CC)c1ccc(NC(=O)CN2CCN(c3ccccc3OC)CC2)cc1 | 12%
COCC1CN(C2CCC2)CC12CCN(C(=O)c1ccc(C)s1)CC2 (stereo not given) | ?
CC(=O)N1CCCC(c2nc(-c3ccc4nc[nH]c4c3)no2)C1 (stereo not given) | 14%
COc1cc(CCC(=O)N2C[C@@H](C(N)=O)[C@H](c3n[nH]c(C)n3)C2)on1 | 38%[activator]
O=S(=O)(NCc1ccc(F)cc1)c1ccc(N2CCCCS2(=O)=O)cc1 | -17%
CCCCCn1c(=O)[nH]c2cc(C(=O)N3CCN(c4cccc(C)c4)C(C)C3)ccc2c1=O (stereo not given) | ?
COc1ccc(-c2ccc3nnc(CNC(=O)c4cccn4C)n3n2)cc1 | i
Cc1cc(C)c(S(=O)(=O)NCCc2cc3cc(C)c(C)cc3[nH]c2=O)c(C)c1 | i
Cc1ccc(CNC(=O)CCn2ccc3cc(S(=O)(=O)N4CCCC4)ccc32)cc1 | ?
O=C(Nc1ccc2n(c1=O)C[C@H]1C[C@@H]2CN(C(=O)NC2CCCCC2)C1)c1ccco1 | ?
CCn1c(NCc2ccc(OC)cc2)nc2ccccc21 | ?
